# EPAC1 antag: qHTS for Antagonist of cAMP-regulated guanine nucleotide exchange factor 3 (EPAC1): primary screen. actives 0.14% (n = 360,000). AID 720709, 2013. Potency, µM (highest dose often 115 µM), for inactives: at the highest dose activity change, negative = inhibition, most hits filed as inhibitors. EPAC1 GEF assay, Rap1b-BODIPY-GDP exchange fluorescence. Rap guanine nucleotide exchange factor 3 (Homo sapiens), O95398;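 note: potency is the fitted concentration of half-maximal effect; plate controls were vehicle for no effect and positive control for full effect; nearly all actives have a fitted effect of over 50% in size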
# PTHR1 agonist: qHTS for PTHR1 Agonists: Primary Screen; Parathyroid hormone/parathyroid hormone-related peptide receptor (Homo sapiens), Q03431; HEK293 GP2 PTHR1 cells, GloSensor cAMP luminescence, 1 h; Potency, µM (doses to about 115 µM), inactives show at the top dose activation, usual class: activators; actives 0.075% (n = 410,000); note: potency is the fitted concentration of half-maximal effect; nearly all actives have a fitted effect of over 55% in size; some results filed as inactive show a strong effect at the top dose; inactives centre near -15; many of its hits are not listed in these tables
#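 HEK-293-derived GP2 cells expressing PTHR1 and a GloSensor cAMP reporter, 3,000/well, plated overnight, given luciferin plus IBMX (each 0.5 mM as added) for 1 h at 37 °C, then compound for 1 h at 37 °C. Luminescence was read after 15 min at room temperature.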
# PLK1 PBD block: qHTS for Inhibitors of PLK1-PDB (polo-like kinase 1 - polo-box domain): Primary Screen | Plk1 PBD binding of FITC phosphopeptide, fluorescence polarization | Potency, µM, inactives show max response, negative = inhibition, actives largely listed as inhibitors | actives 2.8% (n = 360,000); note: potency is the fitted concentration of half-maximal effect; series mostly up to about 57 µM; % is set by controls: 0 for no effect and ±100 for the full control effect; nearly all actives have a fitted effect of over 65% in size
# Target sequence (P53350 whole entry, looked up, the tested form may be a part): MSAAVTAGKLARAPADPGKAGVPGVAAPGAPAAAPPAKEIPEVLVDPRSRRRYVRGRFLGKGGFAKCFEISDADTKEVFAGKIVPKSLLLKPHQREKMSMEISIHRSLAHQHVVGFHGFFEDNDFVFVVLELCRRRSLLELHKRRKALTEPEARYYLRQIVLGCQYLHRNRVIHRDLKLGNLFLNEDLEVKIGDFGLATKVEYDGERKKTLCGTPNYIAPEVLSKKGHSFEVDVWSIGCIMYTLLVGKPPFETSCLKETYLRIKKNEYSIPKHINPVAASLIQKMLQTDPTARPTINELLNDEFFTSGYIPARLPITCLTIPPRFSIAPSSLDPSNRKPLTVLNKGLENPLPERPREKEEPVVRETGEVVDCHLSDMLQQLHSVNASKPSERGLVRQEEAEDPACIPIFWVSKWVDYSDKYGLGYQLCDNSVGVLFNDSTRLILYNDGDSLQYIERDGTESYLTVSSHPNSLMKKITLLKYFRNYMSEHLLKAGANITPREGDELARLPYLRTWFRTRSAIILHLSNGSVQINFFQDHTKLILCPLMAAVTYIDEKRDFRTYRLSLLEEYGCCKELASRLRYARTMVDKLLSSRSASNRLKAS
# EPAC1 agonist: qHTS for Agonist of cAMP-regulated guanine nucleotide exchange factor 3 (EPAC1): primary screen; Rap guanine nucleotide exchange factor 3 (Homo sapiens), O95398; EPAC1 agonist qHTS, biochemical assay; response scale: 100% = response to 6.5 mM cAMP; Potency, µM (titrated, usually from 154 µM), inactives show top-dose activation, hits mostly activators; actives 0.073% (n = 360,000); AID 720707, 2013; note: potency is the fitted concentration of half-maximal effect; nearly all actives have a fitted effect of over 60% in size
#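 Nucleotide exchange by EPAC1 (100 nM) on Rap1B–BODIPY-GDP (250 nM) in the presence of 50 uM GDP is tracked fluorescently at 480/540 nm over 30 min. Signals are normalized to a 6.5 mM cAMP control.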
# GLP1R cytotox: qHTS of GLP-1 Receptor Inverse Agonists: Cytotox Screen; actives 0.13% (n = 410,000); HEK293 cAMP-luciferase reporter cells, luminescence, 24 h; Potency, µM (highest dose often 38.3 µM), for the others: top-dose activity change, negative = inhibition, usual class: inhibitors; AID 624418, 2012;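 note: loss of luciferase light is scored as toxicity; potency is the fitted concentration of half-maximal effect; % is set by controls: 0 for no effect and ±100 for the full control effect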
#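 Quantitative HTS format, 1536 wells, 200 cells/uL seeded. Compounds: 23 nL, 24 h, 37 °C. Detection: luciferase reagent, luminescence at 12 min RT; decreased signal taken as cytotoxic.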
# IL2 activator: qHTS of IL-2 Activators; IL-2 activation reporter assay, cell-based qHTS; stimulated with anti-CD3/CD4/CD28 beads; in transgenic mouse T cells; activation, % (series mostly up to about 46 µM); actives 0.065% (n = 360,000); in the data active = activation above about 50%; inconclusive = mostly about 30% to 49%; note: 0% is about no effect
#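 Using fluorescent plate cytometry, EGFP and DsRed are detected in transgenic mouse T cells stimulated 18 h at 37 degrees C with antibody-coated beads after 60 min compound pretreatment.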
# GLP1R ag: qHTS of GLP-1 Receptor Agonists; Potency, µM (series often up to 45.6 µM), inactives show top-dose activation, most hits filed as activators; AID 624172, 2012; Glucagon-like peptide 1 receptor (Homo sapiens), P43220; HEK293 GLP-1R CRE-luciferase, luminescence, 4-6 h; cells express a hypersensitive GLP-1R form; actives 0.007% (n = 380,000); note: potency is the fitted concentration of half-maximal effect; % of control where 0% means no effect
# Target sequence (P43220 whole entry, looked up): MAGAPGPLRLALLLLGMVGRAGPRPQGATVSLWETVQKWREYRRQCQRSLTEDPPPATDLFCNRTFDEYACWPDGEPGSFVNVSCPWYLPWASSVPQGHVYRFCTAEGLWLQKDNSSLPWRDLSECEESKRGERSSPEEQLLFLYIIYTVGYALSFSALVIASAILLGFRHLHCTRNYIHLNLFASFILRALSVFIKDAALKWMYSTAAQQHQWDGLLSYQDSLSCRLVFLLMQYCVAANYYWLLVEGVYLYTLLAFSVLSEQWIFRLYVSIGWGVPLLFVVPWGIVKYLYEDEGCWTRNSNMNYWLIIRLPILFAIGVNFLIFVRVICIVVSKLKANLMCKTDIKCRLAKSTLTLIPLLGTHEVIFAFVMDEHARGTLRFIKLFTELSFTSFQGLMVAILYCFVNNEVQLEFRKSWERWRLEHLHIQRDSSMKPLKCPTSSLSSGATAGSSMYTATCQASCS
# GLP1R inv ag: qHTS of GLP-1 Receptor Inverse Agonists (Inhibition Mode). Glucagon-like peptide 1 receptor (Homo sapiens), P43220. HEK293 GLP-1R CRE-luciferase, luminescence, 24 h; GLP-1R form is constitutively active. Potency, µM (doses to about 38.3 µM), without a hit: at the top dose activity change, negative = inhibition, actives largely listed as inhibitors. actives 1.6% (n = 410,000). AID 624417, 2012; note: potency is the fitted concentration of half-maximal effect; % is set by controls: 0 for no effect and ±100 for the full control effect; nearly all actives have a fitted effect of over 55% in size
#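 Luminescence readout: a drop in cAMP-driven luciferase signal flags inverse agonism at a constitutively active GLP-1R stably expressed in HEK293. Compound exposure lasted 24 hr at 37 deg C, 5% CO2.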
# PI5P4K alpha inh: qHTS for Inhibitors of phosphatidylinositol 5-phosphate 4-kinase (PI5P4K); AID 652105, 2013; PI5P4Kalpha enzyme, ADP-Glo luminescence, 60 min; active compounds read low; max response, %; actives 1.2% (n = 330,000); active = max response of -50% or lower; inconclusive = between -30% and -50%; inactive = -30% or higher; note: value at the top dose of about 77 µM; % is set by controls: 0 for no effect and ±100 for the full control effect
#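 PI5P4Kalpha ADP-Glo assay; 5 microM ATP final; 60 min RT reaction; HEPES pH 7.4/EGTA/CHAPS, 5% DMSO; controls lacking substrate or enzyme; luminescent end-point.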
# Starred values were filed as active, the others as inactive; i = inactive; ? = inconclusive; nt = not tested or not shown; & = joins results of further samples; [ ] = another dose, or the depositor's remark. Unless noted, calls come from the whole dose curve; as a rule, active = well fitted curve in the direction sought with a large enough effect; inconclusive = small, poorly fitted or top-dose-only effect, or another doubt; inactive = no such curve, though single readings can be large; an effect the other way counts as inactive or inconclusive. An excerpt, so the mix of outcomes need not match the whole.
Compound	EPAC1 antag	PTHR1 agonist	PLK1 PBD block	EPAC1 agonist	GLP1R cytotox	IL2 activator	GLP1R ag	GLP1R inv ag	PI5P4K alpha inh
COc1ccc(N2CCN(C(=O)c3ccc(N(C)S(=O)(=O)c4ccc(C)cc4)cc3)CC2)cc1	-26.8%	-34.2%[inhibitor]	-9.4%	6.1%	-3.0%	-0.8	2.1%	?	-6.5
COc1ccc(CCNC(=O)c2ccc(Cl)cc2Cl)cc1OC	3.7%	9.1%	7.8%	-0.5%	1.6%	-0.8	8.4%	4.8%	-4.1
COc1ccc(/C=N/NC(=S)NCC2CCCO2)cc1 (configuration not stated)	-12.6%	i	4.5%	0.3%	-90.1%	-3.8	?	?	3.5
COCCN(C(=S)Nc1ccc(OC)cc1)C1CCN(C(C)C)CC1	17.6%	i	-3.8%	-0.2%	-11.2%	-1.4	0.0%	4.5%	-0.5
O=C1OCCN1CC(=O)N1CCc2c([nH]c3ccccc23)C1c1ccccn1 (configuration not stated)	4.8%	i	0.0%	-5.9%	2.1%	-2.6	7.8%	-25.3%	-0.5
O=C1C(c2ccccc2)NC(=S)N1C1CCCCC1 (configuration not stated)	-4.8%	i	?	0.1%	-1.7%	-0.6	1.6%	?	-3.6
CCS(=O)(=O)N1CCCC(C(=O)NCc2cccc(OC)c2)C1 (configuration not stated)	-11.4%	-6.7%[57.5 µM]	0.3%	-4.6%	-2.7%	0.0	-26.3%	-3.7%	9.9
COc1ccccc1-c1ccc(SCC(=O)NC2CCCC2)nn1	3.6%	-4.0%	-1.0%	0.1%	-13.8%	-2.6	6.8%	-17.9%	-1.0
CC1(C(=O)O)CCC(C(=O)NNC(=O)c2ccccc2Cl)C1(C)C (configuration not stated)	14.6%	i	-0.9%	9.2%	17.8%	2.0	-1.3%	11.2%	5.6
Cc1ccc(S(=O)(=O)N2CCOCC2)cc1C(=O)OCC(=O)NC1CC1	-0.5%	?	-2.5%	13.7%	3.3%	-0.5	8.9%	1.1%	0.1
O=C(Nc1sc2c(c1-c1nc3ccccc3[nH]1)CCCC2)C1CC1	5.2%	-6.7%[57.5 µM]	-10.1%	-2.6%	-8.9%	-1.2	-7.1%	-5.1%	4.3
CN(Cc1ccccc1)C(=O)COC(=O)c1ccc(=O)n(Cc2ccccc2)n1	7.7%	i	-0.1%	1.1%	10.7%	-0.4	-2.9%	12.3%	3.9
Cc1ccc(C(=O)CSc2nnc(-c3cccnc3)n2N)cc1	-3.7%	-9.0%[57.5 µM]	-18.1%	3.1%	-0.5%	3.5	17.0%	8.1%	nt
COc1ccc(-c2nc3nc(C)cc(C)n3n2)cc1	-1.1%	i	-14.0%	0.0%	6.8%	-0.4	-1.3%	26.5%	3.2
CC(C)(C)C(=O)N1CCN(c2ccc(NC(=O)c3ccc4c(c3)OCCO4)cc2)CC1	-23.8%	-26.3%	-5.5%	8.1%	-3.9%	0.3	6.5%	-42.3%	-3.6
CC(C)/C=C/C(=O)N1CCCC(N2CCN(c3ccccc3F)CC2)C1 (configuration not stated)	1.4%	-15.5%	-5.6%	6.5%	3.5%	0.3	-4.5%	-8.3%	-8.5
CC(C)(C)N(NC(=O)c1ccccc1)C(=O)c1ccc(C(=O)N(NC(=O)c2ccccc2)C(C)(C)C)cc1	4.8%	i	-2.4%	-7.5%	9.1%	-2.8	-4.3%	1.3%	2.7
Fc1ccc(-c2ccnc3nc(N4CCOCC4)nn23)cc1	0.0%	i	-3.3%	7.1%	3.0%	0.0	-3.8%	7.7%	7.8
CCOc1ccccc1N1CC(C(=O)N(Cc2nnc(-c3ccccc3Cl)o2)C2CC2)CC1=O (configuration not stated)	-0.1%	-9.3%	0.4%	-59.8%[inhibitor]	-3.2%	2.1	1.7%	4.5%	-4.2
CC(C)c1nc(C(=O)N2CCc3c([nH]c4ccccc34)C2c2ccccn2)cs1 (configuration not stated)	-14.5%	-2.6%	-18.5%	2.0%	-18.7%	-0.8	16.5%	?	-0.8
CCOC(=O)C1=C(c2ccccc2)N=C2SCC(=O)N2C1c1cccc(OC)c1 (configuration not stated)	-1.5%	i	0.5%	-0.9%	-5.7%	-0.2	-2.3%	0.6%	4.0
CCO[C@@H]1OC(C(=O)N2CCN(Cc3ccc4c(c3)OCO4)CC2)=C[C@H](C2CC2)[C@H]1CCCO	-8.1%	i	-4.9%	-0.8%	-14.6%	-0.1	-1.5%	-13.1%	-1.9
Cc1ccccc1N(C(=O)c1ccco1)C(C(=O)NC1CCCC1)c1cccnc1 (configuration not stated)	20.1%	i	-5.3%	-0.7%	-5.9%	0.0	1.2%	-16.6%	1.7
Cc1cccc2c1-c1sc(C(=O)NCCCN3CCc4ccccc4C3)cc1CO2	5.6%	i	-1.8%	-4.2%	?	-2.1	-2.1%	?	-3.5
Cc1ccc(C)c(OCCC(=O)OCC(=O)c2ccc3c(c2)NC(=O)CO3)c1	-2.2%	-33.1%[inhibitor]	-4.2%	-11.8%	8.9%	-1.5	-7.5%	10.3%	9.6
Cc1ccc(-n2c(-c3ccccc3)cc(=O)nc2C)cc1	4.6%	14.9%[57.5 µM]	-0.2%	-1.6%	-15.0%	-1.0	7.0%	1.7%	nt
c1csc(CNc2ncnc3nc[nH]c23)c1	-5.8%	-7.1%	-10.4%	-7.1%	1.7%	0.2	7.8%	11.4%	-4.8
O=C(CN(c1cc(Cl)ccc1Cl)S(=O)(=O)c1ccccc1)N1CCOCC1	12.8%	-19.5%	4.4%	0.9%	-10.1%	-3.2	-3.0%	-7.9%	5.3
C[C@H](CO)N1C[C@H](C)[C@@H](CN(C)S(=O)(=O)c2cn(C)cn2)Oc2c(NS(=O)(=O)c3cccs3)cccc2C1=O	-5.8%	21.7%	-13.9%	-9.9%	3.1%	-0.3	-4.0%	8.7%	1.7
Cc1cc(=O)[nH]c(SCc2ccccc2)n1	-9.3%	-12.5%	-5.6%	6.2%	3.4%	0.5	-2.1%	28.3%	6.5
Cc1cc(C)c2c(=O)[nH]c(SCC(=O)N3CCOCC3)nc2n1	7.1%	i	-17.6%	-5.0%	1.3%	-1.7	0.5%	13.2%	-0.7
COc1ccccc1C(CNC(=O)c1ccc(NS(=O)(=O)c2ccc(F)c(C)c2)cc1)N(C)C (configuration not stated)	4.7%	20.4%	-1.6%	-15.7%	7.1%	1.6	3.5%	?	4.2
COc1ccc(CCNC(=O)c2cc(-c3ccc(C)cc3O)n[nH]2)cc1OC	2.7%	i	-10.5%	-3.6%	?	-0.4	1.3%	10.1%	0.4
COc1cccc(CN2C(=O)C(C)N(C(=O)c3c(F)cccc3F)c3ccccc32)c1 (configuration not stated)	-17.7%	-45.1%[inhibitor]	-16.4%	1.6%	1.7%	-0.6	-3.3%	?	-7.0
CCc1ccc(-c2cc(C(F)(F)F)n3nc(C(=O)Nc4c(C)nn(Cc5ccc(F)cc5)c4C)cc3n2)s1	-10.8%	13.3%[57.5 µM]	-2.9%	6.2%	180.3%[activator]	-3.7	5.5%	?	nt
O=C(Nc1cccc(NC(=O)N2CCN(c3ccccc3)CC2)c1)N1CCN(c2ccccc2)CC1	-16.6%	-23.4%[57.5 µM]	0.3%&-4.6%	5.7%	-7.1%	0.6	-13.3%	?	-3.7
CC(Sc1nc2ccccc2s1)C(=O)NC1CCCc2ccccc21 (configuration not stated)	-6.5%	-53.4%[inhibitor]	-11.2%	17.2%	20.4%	-2.5	0.7%	-3.4%	1.1
COc1ccccc1C(=O)NCCC(=O)Nc1cccc(C)n1	3.3%	i	-13.2%	6.2%	-15.3%	-2.6	6.7%	38.9%[activator]	-1.6
COCC(=O)n1nc(-c2ccc(Cl)cc2)nc1NCc1ccc(F)cc1	-22.5%	i	4.5%	-5.9%	?	-0.8	2.6%	0.0%	15.8
Cc1nc(N2CCN(C)CC2)c2c(C)c(C(=O)Nc3ccc(F)cc3)sc2n1	-9.8%	-3.3%[57.5 µM]	-6.0%	-0.2%	0.3%	0.1	6.8%	?	-0.3
Cn1c(=O)c2c(nc(Sc3ncccn3)n2Cc2ccc(Cl)cc2)n(C)c1=O	-8.1%	-28.4%	-13.2%	-12.0%	1.6%	-0.8	-2.6%	-6.4%	5.1
CCc1cccc(NC(=O)Cn2c3[n+](c4ccc(C(F)(F)F)cc42)CCCCC3)c1	-27.8%	i	-2.8%	7.3%	0.4%	-3.9	0.5%	13.2%	-4.7
O=C(NC(=S)Nc1ccccc1)c1cccs1	0.3%	i	-4.4%	2.0%	?	-0.1	12.1%	-28.5%	-0.6
Fc1ccc(C2c3cccn3CCN2C(=S)Nc2cccc(F)c2)cc1 (configuration not stated)	7.4%	-42.5%[inhibitor]	-4.2%	11.2%	-2.8%[0.307 µM]	-0.1	-25.5%	-15.5%[0.307 µM]	1.6

# Two consecutive records from above:
Compound	EPAC1 antag	PTHR1 agonist	PLK1 PBD block	EPAC1 agonist	GLP1R cytotox	IL2 activator	GLP1R ag	GLP1R inv ag	PI5P4K alpha inh
O=C(NC(=S)Nc1ccccc1)c1cccs1	0.3%	i	-4.4%	2.0%	?	-0.1	12.1%	-28.5%	-0.6
Fc1ccc(C2c3cccn3CCN2C(=S)Nc2cccc(F)c2)cc1 (configuration not stated)	7.4%	-42.5%[inhibitor]	-4.2%	11.2%	-2.8%[0.307 µM]	-0.1	-25.5%	-15.5%[0.307 µM]	1.6
